Source: PubChem
Tau fibril ThT = qHTS for Inhibitors of Tau Fibril Formation, Thioflavin T Binding; recombinant tau K18 P301L (four-repeat tau fragment), heparin-induced fibrillization, ThT fluorescence; Potency, µM (top dose mostly 57.4 µM), for inactives: top-dose activity, negative = inhibition, actives largely listed as inhibitors; actives 2.1% (n = 270,000); AID 1460, 2008; note: nearly all actives have a fitted effect of over 55% in size
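In this qHTS, human K18 P301L tau is incubated with compound and heparin for 6 hr at 37 C, and Thioflavin T fluorescence then reports fibril load.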
RECQ1 inh = qHTS Assay for Inhibitors of RecQ-Like Dna Helicase 1 (RECQ1); ATP-dependent DNA helicase Q1 (Homo sapiens), P46063; RECQ1 DNA unwinding, red fluorescence kinetic read; Potency, µM (highest dose often 57.3 µM), without a hit: at the top dose activity, negative = inhibition, usual class: inhibitors; actives 0.54% (n = 240,000);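 note: plate controls were vehicle for no effect and no enzyme for full effect; nearly all actives have a fitted effect of over 30% in size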
Target sequence (P46063 whole entry, looked up): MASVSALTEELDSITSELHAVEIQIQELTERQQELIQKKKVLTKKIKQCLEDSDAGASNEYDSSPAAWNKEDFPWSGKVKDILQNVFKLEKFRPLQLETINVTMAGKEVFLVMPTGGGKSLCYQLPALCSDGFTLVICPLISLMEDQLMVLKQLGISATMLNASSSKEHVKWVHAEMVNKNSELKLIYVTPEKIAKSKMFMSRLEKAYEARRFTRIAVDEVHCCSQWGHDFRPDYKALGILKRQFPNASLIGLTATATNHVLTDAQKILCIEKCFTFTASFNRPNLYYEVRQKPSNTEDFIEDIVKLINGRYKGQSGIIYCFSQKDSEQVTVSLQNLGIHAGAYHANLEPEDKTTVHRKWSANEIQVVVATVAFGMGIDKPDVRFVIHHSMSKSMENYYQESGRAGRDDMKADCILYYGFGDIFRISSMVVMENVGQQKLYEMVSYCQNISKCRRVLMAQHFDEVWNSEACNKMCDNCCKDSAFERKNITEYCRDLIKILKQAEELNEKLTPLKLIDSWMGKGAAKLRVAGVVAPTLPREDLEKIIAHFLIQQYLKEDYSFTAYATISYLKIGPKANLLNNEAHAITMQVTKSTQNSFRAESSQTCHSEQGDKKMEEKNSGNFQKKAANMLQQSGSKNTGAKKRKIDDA
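50 nM RECQ1T1 preincubated 15 min with compound in Tris pH 8.0 buffer with MgCl2, DTT, Tween-20 and 2.5 ug/ml poly(dI-dC); started with 200 nM TAMRA/BHQ-2 forked duplex and 2 mM ATP. Unwinding read as fluorescence (525/598 nm), two reads 2 h apart.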
KDM4E inh = qHTS Assay for Inhibitors of Human Jumonji Domain Containing 2E (JMJD2E); JMJD2E catalytic domain, FDH-coupled NADH fluorescence (FDH is formaldehyde dehydrogenase); Potency, µM (titrated, usually from 57.1 µM), for inactives: at the highest dose activity change, negative = inhibition, usual class: inhibitors; actives 1.6% (n = 230,000); active = well fitted inhibition curve with a large enough effect, not every such curve was filed as active; inconclusive = small, poorly fitted or top-dose-only effect, or another doubt; inactive = no such curve, though single readings can be large or run the other way;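 note: 0% = wells with enzyme and -100% = buffer wells without enzyme; nearly all actives have a fitted effect of over 50% in size; many of its hits are not listed in these tables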
L3MBTL1 inh = qHTS Assay for the Inhibitors of L3MBTL1 | AlphaScreen L3MBTL1–H3K9me1 peptide binding | AID 485360, 2010 | Lethal(3)malignant brain tumor-like protein 1 (Homo sapiens), Q9Y468 | Potency, µM (doses to about 57.1 µM), for inactives: at the top dose activity, negative = inhibition, most hits filed as inhibitors | actives 0.66% (n = 230,000); note: nearly all actives have a fitted effect of over 60% in size
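L3MBTL1 50 nM + b-AHA-H3(1-15)K9me1 75 nM, 30 min RT; compound added, 30 min RT; streptavidin donor/Ni-chelate acceptor beads 10 ug/mL each final, 30 min RT dark; AlphaScreen read.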
Tau fibril FP = qHTS for Inhibitors of Tau Fibril Formation, Fluorescence Polarization; Microtubule-associated protein tau (Homo sapiens), P10636; K18 P301L tau heparin fibrillization, Alexa594 FP, 6 h; Potency, µM (series often up to 57.7 µM), for the others: at the top dose activity, negative = inhibition, usual class: inhibitors; actives 0.39% (n = 280,000); AID 1468, 2008; note: nearly all actives have a fitted effect of over 55% in size
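Human K18 P301L fragment (15 uM unlabeled plus 0.24 uM Alexa 594-labeled) in 100 mM sodium acetate pH 7 with compound, aggregation induced by 20 uM heparin for 6 hr at 37 C. ThT (30 uM) added for 1 hr, then Alexa 594 FP read.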
GoLoco inh red = qHTS Assay for Inhibitors of RGS12 GoLoco Motif Activity (Red Fluorophore); Gai1:RGS12 GoLoco peptide FP, rhodamine, 10 min; Guanine nucleotide-binding protein G(i) subunit alpha-1 (Homo sapiens), P63096; actives 0.44% (n = 230,000); Potency, µM (doses to about 61.6 µM), for inactives: at the top dose activity, negative = inhibition, actives largely listed as inhibitors; active = well fitted inhibition curve with a large enough effect, not every such curve was filed as active; inactive = no such curve, though single readings can be large or run the other way; note: nearly all actives have a fitted effect of over 30% in size; many of its hits are not listed in these tables
Target sequence (P63096 whole entry, looked up): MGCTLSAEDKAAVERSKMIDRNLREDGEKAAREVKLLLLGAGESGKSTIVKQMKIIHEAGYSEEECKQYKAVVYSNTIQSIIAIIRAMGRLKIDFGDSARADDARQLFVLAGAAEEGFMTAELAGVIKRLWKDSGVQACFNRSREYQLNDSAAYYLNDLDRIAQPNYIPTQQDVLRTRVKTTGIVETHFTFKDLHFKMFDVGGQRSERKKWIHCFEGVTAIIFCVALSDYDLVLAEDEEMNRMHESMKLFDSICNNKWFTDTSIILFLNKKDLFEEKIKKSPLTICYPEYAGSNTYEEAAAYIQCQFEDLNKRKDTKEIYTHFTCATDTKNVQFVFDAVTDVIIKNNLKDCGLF
TR SRC2 fluor cs = Total Fluorescence Counterscreen for Inhibitors of the Interaction of Thyroid Hormone Receptor and Steroid Receptor Coregulator 2; AID 1479, 2009; TRb/SRC2 Texas Red total fluorescence interference; actives 0.29% (n = 280,000); Potency, µM (doses to about 106 µM), for inactives: at the top dose fluorescence change, negative = quenching; active = well fitted curve in either direction with a large enough effect; inconclusive = small, poorly fitted or top-dose-only effect
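Human TRβ ligand-binding domain (0.6 uM) and Texas Red SRC2 peptide (20 nM) in Tris buffer with 1 uM T3 and 5% DMSO were incubated with pinned compound for 5 hr at ambient temperature. Total fluorescence was computed as S + 2P (555/632 nm).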
TRb SRC2 PPI = qHTS for Inhibitors of the Interaction of Thyroid Hormone Receptor and Steroid Receptor Coregulator 2 | Thyroid hormone receptor beta (Homo sapiens), P10828 | TRbeta-SRC2 peptide binding, fluorescence polarization; receptor liganded with 1 µM T3 | Potency, µM (highest dose often 106 µM), inactives show top-dose activity change, negative = inhibition, hits mostly inhibitors | actives 0.065% (n = 280,000) | AID 1469, 2008;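 note: plate controls were bound peptide for no effect and peptide without receptor for full effect; nearly all actives have a fitted effect of over 50% in size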
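Human TRb LBD (0.6 uM) plus Texas Red-labeled SRC2 peptide (20 nM), 1uM T3, 5% DMSO, 5 hr at ambient temperature. Decreased polarization (555/632 nm) flags inhibition; data normalized to free and bound peptide controls.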
* = called active by the depositor; i = inactive; ? = inconclusive; · = not tested or not shown; [ ] = dose if it differs, or a comment. Unless noted, calls come from the whole dose curve; as a rule, active = well fitted curve in the direction sought with a large enough effect; inconclusive = small, poorly fitted or top-dose-only effect, or another doubt; inactive = no such curve, though single readings can be large; an effect the other way counts as inactive or inconclusive. Unless noted, % is set by controls: 0 for no effect and ±100 for the full control effect; potency is the fitted concentration of half-maximal effect.

SMILES	Tau fibril ThT	RECQ1 inh	KDM4E inh	L3MBTL1 inh	Tau fibril FP	GoLoco inh red	TR SRC2 fluor cs	TRb SRC2 PPI
Cc1cccc(NC(=O)COn2nnc3ccc(S(C)(=O)=O)cc32)c1	-3%	-13%	10%	3%	5%	3%	0%	-5%
CCOc1ccccc1N1CCN(C(=O)Nc2cccc(Cl)c2)CC1	-16%	0%	1%	?	8%	6%	-10%	1%
CCOC(=O)c1ccccc1NC(=O)C1CC(=O)N(c2ccccc2)C1 (centres undefined)	12%	i	7%	49%[activator]	8%	-13%	2%	-6%
CC12CCC(C(=O)Nc3c(Cl)cccc3Cl)(C(Br)C1=O)C2(C)C (centres undefined)	-1%	-7%	-1%	27%	-1%	-4%	0%	-3%
CCNc1nc(NC(C)C)nc(OCCOC(=O)c2ccccc2)n1	-5%	i	6%	9%	2%	0%	1%	6%
Cc1ccc2oc(-c3cccc(NC(=O)c4sc5c([N+](=O)[O-])cccc5c4Cl)c3)nc2c1	-1%	·	·	·	6%	·	-5%	-2%
Cc1sc(NC(=O)/C=C/c2ccc(C(C)C)cc2)c(C#N)c1C	-18%	-2%	15%	7%	-1%	7%	-1%	0%
O=C(c1cnn(-c2ccc(F)cc2)c1-n1cccc1)N1CCN(c2ccccc2)CC1	-9%	·	·	·	3%	·	0%	1%
Nc1c(C(=O)Nc2ccc(Cl)cc2F)sc2nc(-c3cccs3)ccc12	?	·	·	·	-12%	·	-2%	-1%
CCOc1cc(S(=O)(=O)NCc2ccccn2)ccc1Cl	-4%	i	-2%	6%	-1%	9%	1%	6%

Full records as entered above. Screens in order: Tau fibril ThT | RECQ1 inh | KDM4E inh | L3MBTL1 inh | Tau fibril FP | GoLoco inh red | TR SRC2 fluor cs | TRb SRC2 PPI
`CCOc1ccccc1N1CCN(C(=O)Nc2cccc(Cl)c2)CC1` as listed: -16% | 0% | 1% | ? | 8% | 6% | -10% | 1%
`CCNc1nc(NC(C)C)nc(OCCOC(=O)c2ccccc2)n1` as listed: -5% | i | 6% | 9% | 2% | 0% | 1% | 6%

Returning to the listing, repeating the 5 entries before the break.
SMILES	Tau fibril ThT	RECQ1 inh	KDM4E inh	L3MBTL1 inh	Tau fibril FP	GoLoco inh red	TR SRC2 fluor cs	TRb SRC2 PPI
Cc1ccc2oc(-c3cccc(NC(=O)c4sc5c([N+](=O)[O-])cccc5c4Cl)c3)nc2c1	-1%	·	·	·	6%	·	-5%	-2%
Cc1sc(NC(=O)/C=C/c2ccc(C(C)C)cc2)c(C#N)c1C	-18%	-2%	15%	7%	-1%	7%	-1%	0%
O=C(c1cnn(-c2ccc(F)cc2)c1-n1cccc1)N1CCN(c2ccccc2)CC1	-9%	·	·	·	3%	·	0%	1%
Nc1c(C(=O)Nc2ccc(Cl)cc2F)sc2nc(-c3cccs3)ccc12	?	·	·	·	-12%	·	-2%	-1%
CCOc1cc(S(=O)(=O)NCc2ccccn2)ccc1Cl	-4%	i	-2%	6%	-1%	9%	1%	6%
S=C(NCCc1ccccc1)N/N=C/C1CCCCC1	-8%	-9%	1%	-10%	8%	9%	-2%	1%
Cc1ccc(NC(=O)c2sc3ccccc3c2Cl)cc1	?	·	·	·	?	·	-7%	0%
Cc1cc(S(=O)(=O)N(Cc2ccc3c(c2)OCO3)CC2CCCO2)ccc1-n1cnnn1 (centres undefined)	-8%	3%	2%	·	-1%	-5%	1%	-7%
O=C(Nc1nccs1)c1sc2cc(Cl)ccc2c1Cl	?	-13%	?	-1%	?	11%	-4%	3%
Cn1c(=NC(=O)C2CC2)sc2cccc(F)c21	-18%	-6%	-1%	·	6%	4%	-4%	-2%
Cc1cccc(-n2ccnc2SCC(=O)Nc2ccc3c(c2)OCCO3)c1	-23%	-1%	4%	-21%	-5%	7%	0%	-7%
O=C(N/N=C/C=C\c1ccccc1[N+](=O)[O-])c1ccccn1	?	-3%	-1%	-9%	3%	12%	-2%	-3%
COC(=O)c1cccc(NC(=O)Nc2ccc(Cl)c(Cl)c2)c1	?	-16%	15%	6%	13µM*	8%	-1%	4%
COc1ccccc1C1CC(c2ccc(F)cc2)Nc2ncnn21 (centres undefined)	-9%	-1%	-4%	·	9%	5%	-3%	1%
Cn1c(=O)cc(SCC(=O)NCc2ccc(F)cc2)c2ccccc21	-5%	-3%	-16%	·	-6%	-1%	1%	4%
CCc1cc2c(NCC3CCCO3)ncnc2s1 (centres undefined)	2%	-2%	?	6%	9%	3%	-4%	5%
O=C(c1ccc(F)cc1)c1cc2ccccc2o1	-16%	-11%	4%	8%	-2%	·	-4%	-8%
Cc1cc(C)n(-c2nnc(C)n2/N=C/c2ccccc2F)n1	-13%	-11%	5%	·	9%	2%	-1%	-12%
O=C1CCC/C(=N\NC(=O)NC2CCCCC2)C1	-7%	-5%	?	-1%[11.4 µM]	-4%	0%	-3%	-2%
CCN(CC)C(=O)C1CCCN(Cc2ccc(F)c(F)c2)C1 (centres undefined)	10%	-18%	?	-6%	-5%	-8%	-1%	2%
O=C(Cn1c(=O)n(-c2cccc(Cl)c2)c(=O)c2sc3ccccc3c21)NC1CCCCC1	-1%	·	·	·	?	·	-1%	-1%
O=C(N/C=C\c1ccccc1)NCc1ccc(Cl)cc1Cl	-6%	-6%	-5%	10%	-4%	-7%	-2%	2%
C=CCSc1nc2ccccc2c(=O)[nH]1	-8%	-15%	-7%	8%	0%	-2%	0%	2%
COCCOC(=O)c1c(C)oc2ccc(OS(C)(=O)=O)cc12	-1%	5%	4%	-2%	3%	17%	-1%	12%
CCc1cccc(C)c1NC(=O)CCCn1c(C)c2cnn(-c3ccccc3)c(=O)c2c1C	-10%	·	·	·	1%	·	0%	-6%
O=C(Nc1ccc(F)cc1)N1CCN(CCc2ccccc2)CC1	-3%	i	9%	3%[11.4 µM]	5%	5%	-1%	1%
CC(C)(C)OC(=O)N1CC2Cc3[nH]c(=O)ccc3C(C2)C1 (centres undefined)	6%	3%	?	-9%[11.4 µM]	1%	4%	-4%	7%
CC(Nc1nc(N2CCN(S(C)(=O)=O)CC2)nc2ccccc12)c1ccccc1 (centres undefined)	-12%	-13%	?	7%	7%	-7%	0%	6%
CN(C)c1ccc(-c2nc(NC3CCNCC3)c3ccccc3n2)cc1	?	?	?	·	1%	-4%	-7%	1%
COc1ccc(NC(=O)C2CCN(C3=NS(=O)(=O)C(c4ccc(C)c(C)c4)=C3C)CC2)cc1OC	-5%	·	·	·	-2%	·	1%	3%
COC(=O)c1ccc(NC(=O)CSc2nccn2Cc2ccc(Cl)cc2)cc1	-10%	·	·	·	-9%	·	-3%	-2%
COCCn1nnnc1CN1C2CCCC1CC(NC(C)=O)C2 (centres undefined)	0%	i	0%	6%	4%	3%	-4%	-5%
Cc1cc(C(=O)COC(=O)C2=NNC(=O)CC2)c(C)n1CCc1ccccc1	?	24%	-6%	?	7%	29%	-2%	-5%
C=CCOC(=O)C1=C[C@@H](c2ccc3c(c2)OCO3)C[C@@H](OCc2ccc(CO)cc2)O1	?	-4%	?	-15%	-1%	3%	-1%	-1%
Cn1ncc2c(O/N=C(\N)c3ccc(C(C)(C)C)cc3)ncnc21	·	-9%	-7%	·	-7%	1%	1%	-6%
CCCOC(=O)C1=C(C)NC(=O)NC1c1ccc(Br)s1 (centres undefined)	-9%	-3%	0%	·	8%	2%	-3%	2%
CCCCOc1ccc(C(=O)N2CCC(c3nc4ccccc4o3)CC2)cc1	-10%	·	·	·	7%	·	6%	1%
Cc1ccc2nc(COc3ccccc3NC(=O)c3ccc(F)cc3)cc(=O)n2c1	1%	·	·	·	-7%	·	-2%	4%
CN1CCN(C(=O)N2c3ccccc3C=Cc3ccccc32)CC1	-2%	-9%	2%	-5%	7%	-7%	3%	-15%
O=c1oc2ccccc2n1CSC1=NCCS1	-15%	-6%	5%	2%	-2%	-12%	2%	-20%
O=C(CSc1nnc(-c2ccccc2)n1Cc1ccco1)Nc1ccc2c(c1)OCCO2	-17%	-10%	-8%	-5%	1%	-3%	-2%	-4%
Cn1cccc1-c1cc2n(n1)CCC(=O)N2CCCC(=O)NCc1cccc(Cl)c1	-3%	·	·	·	-2%	·	0%	2%
COc1ccc(N2CCN(C(c3ccccc3)c3sc4nc(C)nn4c3O)CC2)cc1 (centres undefined)	-18%	i	30%	·	5%	3%	-5%	-1%
Cc1cnc(C(=O)N2CCCC(C(=O)c3cccc(OC(C)C)c3)C2)cn1 (centres undefined)	-13%	i	-10%	4%	13%	10%	-3%	7%
Cc1cc(=O)oc2cc(OCCSCCN3CCOCC3)ccc12	?	-1%	?	-6%	-4%	-7%	-2%	-9%

A portion of the library, so the mix of outcomes need not match the whole.
